Assay outcomes (PubChem)
ASK1 inh – inhibitors of human ASK1 kinase; AID 1159602; Q99683; 0.99% of 22,000 active; inhibition, % at 7.44 µM; AlphaScreen MKK6 phosphorylation by ASK1, luminescence; in the data active = inhibition above about 35%;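 note: 0% = median of compound wells and 100% = no enzyme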
Target sequence (Q99683 whole entry, looked up): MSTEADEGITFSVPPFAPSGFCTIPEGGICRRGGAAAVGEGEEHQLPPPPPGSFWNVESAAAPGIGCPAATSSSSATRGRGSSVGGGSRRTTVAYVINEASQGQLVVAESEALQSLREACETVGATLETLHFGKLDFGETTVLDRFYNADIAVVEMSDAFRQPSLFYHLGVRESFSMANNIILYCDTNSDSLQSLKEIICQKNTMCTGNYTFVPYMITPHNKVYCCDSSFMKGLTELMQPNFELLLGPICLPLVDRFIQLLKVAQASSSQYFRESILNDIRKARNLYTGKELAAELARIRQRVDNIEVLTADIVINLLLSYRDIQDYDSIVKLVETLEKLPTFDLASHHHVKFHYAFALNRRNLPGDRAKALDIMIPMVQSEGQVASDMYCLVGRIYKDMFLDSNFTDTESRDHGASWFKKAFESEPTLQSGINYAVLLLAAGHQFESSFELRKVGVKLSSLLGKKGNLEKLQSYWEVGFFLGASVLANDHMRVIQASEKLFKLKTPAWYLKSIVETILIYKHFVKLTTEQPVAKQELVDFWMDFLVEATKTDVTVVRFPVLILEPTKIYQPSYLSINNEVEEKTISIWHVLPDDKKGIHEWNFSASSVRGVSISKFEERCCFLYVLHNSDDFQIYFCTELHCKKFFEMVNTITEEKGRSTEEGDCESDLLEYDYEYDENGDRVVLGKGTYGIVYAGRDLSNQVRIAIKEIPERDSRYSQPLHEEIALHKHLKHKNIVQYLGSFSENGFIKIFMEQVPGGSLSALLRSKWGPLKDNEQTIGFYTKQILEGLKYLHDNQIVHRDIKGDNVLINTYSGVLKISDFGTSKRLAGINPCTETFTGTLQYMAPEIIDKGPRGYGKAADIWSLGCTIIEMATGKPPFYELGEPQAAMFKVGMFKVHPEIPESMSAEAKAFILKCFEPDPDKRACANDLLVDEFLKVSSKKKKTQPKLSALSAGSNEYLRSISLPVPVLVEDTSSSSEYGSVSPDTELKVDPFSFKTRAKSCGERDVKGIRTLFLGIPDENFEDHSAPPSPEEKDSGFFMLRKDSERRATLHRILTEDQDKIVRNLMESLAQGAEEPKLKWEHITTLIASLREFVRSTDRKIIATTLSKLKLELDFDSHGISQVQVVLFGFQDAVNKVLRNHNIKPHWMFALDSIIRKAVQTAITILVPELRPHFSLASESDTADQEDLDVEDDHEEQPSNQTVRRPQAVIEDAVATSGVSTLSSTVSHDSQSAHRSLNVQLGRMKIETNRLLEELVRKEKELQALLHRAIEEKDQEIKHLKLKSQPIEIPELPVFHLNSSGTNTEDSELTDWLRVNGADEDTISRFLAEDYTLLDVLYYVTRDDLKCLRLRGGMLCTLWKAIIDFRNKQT
ULK1 inh – human ULK1 kinase inhibition, primary screen; O75385; AlphaScreen Atg13 phosphorylation by ULK1, luminescence; inhibition, % at 5.96 µM; 1.9% of 30,000 active; in the data active = inhibition above about 43%;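 note: 0% = median of compound wells and 100% = no enzyme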
Starred values were filed as active, the others as inactive; . = no result given; & = joins results of further samples.

The first 18 records, to show the layout:
SMILES | ASK1 inh | ULK1 inh
Cc1cnc(NCCCN2CCCC2=O)nc1Nc1ccc(Oc2ccccc2)cc1 | 11 | 49*
C/C(CC(=O)NCc1ccco1)=N\NC(=O)c1ccccc1 | . | -8
O=C(NCc1cccnc1)C1CCN(c2ccc(N3CCCC3CO)nn2)CC1 (stereo unspecified) | -13 | 3
OCC1CCCN1c1nc(NC2CCN(Cc3ccccc3)CC2)c2ncn(C3CCCCC3)c2n1 (stereo unspecified) | 11 | -14
c1cnc2ccc(Nc3nc(NC4CC4)c4ncn(C5CCCCC5)c4n3)cc2c1 | -1 | -7
Nc1cccc(-c2cccc(C(=O)NCCc3ccc(O)cc3)n2)c1 | 0 | -2
c1cc(-c2ccc3c(c2)OCO3)nc(NCCN2CCOCC2)n1 | -4 | 0
CN(C)CCNc1cc(-c2ccncc2)nc(-c2ccncc2)n1 | . | 12
c1ccc(Nc2nc(NCCN3CCOCC3)c3ncn(-c4ccccc4)c3n2)cc1 | 14 | -2
CC(=O)Nc1ccc(Nc2nc(-c3ccc(N4CCOCC4)nc3)nc3c2ncn3C(C)C)cc1 | 10 | 44*
NS(=O)(=O)c1ccc(Nc2nccc3cc(-c4cncnc4)ccc23)cc1 | -30 | 24
Cc1nn(C)c(C)c1-c1nc2c(Nc3ccc(N4CCOCC4)cc3)ncnc2n1C(C)C | -10 | -8
COc1cc(/C=N/Nc2nncn2/N=C/c2ccc(O)c(OC)c2)ccc1O | . | 51*
CCN(CC)C(=O)C1CCCN(c2cc(NCc3ccccc3)nc(N)n2)C1 (stereo unspecified) | -13 | 1
COc1cc(Nc2nc(Nc3ccncn3)nc3c2ncn3CCN2CCCC2=O)cc(OC)c1OC | 7 | 13
CN(C)c1ccc(C(CN)N2CCc3ccccc3C2)cc1 (stereo unspecified) | . | 7
O=C(NCc1cccnc1)c1csc(Nc2ccc(N3CCOCC3)cc2)n1 | 0 | 11
Cn1nccc1Nc1nc2ncnc(NCc3ccccc3)c2[nH]1 | -1 | 4

Main list, repeating the preview:
SMILES | ASK1 inh | ULK1 inh
Cc1cnc(NCCCN2CCCC2=O)nc1Nc1ccc(Oc2ccccc2)cc1 | 11 | 49*
C/C(CC(=O)NCc1ccco1)=N\NC(=O)c1ccccc1 | . | -8
O=C(NCc1cccnc1)C1CCN(c2ccc(N3CCCC3CO)nn2)CC1 (stereo unspecified) | -13 | 3
OCC1CCCN1c1nc(NC2CCN(Cc3ccccc3)CC2)c2ncn(C3CCCCC3)c2n1 (stereo unspecified) | 11 | -14
c1cnc2ccc(Nc3nc(NC4CC4)c4ncn(C5CCCCC5)c4n3)cc2c1 | -1 | -7
Nc1cccc(-c2cccc(C(=O)NCCc3ccc(O)cc3)n2)c1 | 0 | -2
c1cc(-c2ccc3c(c2)OCO3)nc(NCCN2CCOCC2)n1 | -4 | 0
CN(C)CCNc1cc(-c2ccncc2)nc(-c2ccncc2)n1 | . | 12
c1ccc(Nc2nc(NCCN3CCOCC3)c3ncn(-c4ccccc4)c3n2)cc1 | 14 | -2
CC(=O)Nc1ccc(Nc2nc(-c3ccc(N4CCOCC4)nc3)nc3c2ncn3C(C)C)cc1 | 10 | 44*
NS(=O)(=O)c1ccc(Nc2nccc3cc(-c4cncnc4)ccc23)cc1 | -30 | 24
Cc1nn(C)c(C)c1-c1nc2c(Nc3ccc(N4CCOCC4)cc3)ncnc2n1C(C)C | -10 | -8
COc1cc(/C=N/Nc2nncn2/N=C/c2ccc(O)c(OC)c2)ccc1O | . | 51*
CCN(CC)C(=O)C1CCCN(c2cc(NCc3ccccc3)nc(N)n2)C1 (stereo unspecified) | -13 | 1
COc1cc(Nc2nc(Nc3ccncn3)nc3c2ncn3CCN2CCCC2=O)cc(OC)c1OC | 7 | 13
CN(C)c1ccc(C(CN)N2CCc3ccccc3C2)cc1 (stereo unspecified) | . | 7
O=C(NCc1cccnc1)c1csc(Nc2ccc(N3CCOCC3)cc2)n1 | 0 | 11
Cn1nccc1Nc1nc2ncnc(NCc3ccccc3)c2[nH]1 | -1 | 4
O=C(O)C(C(=O)O)c1ccsc1 | . | 21
CC(C)N(CCNC(=O)c1ccnc(-c2ccc(C(=O)N3CCN(C)CC3)cc2)c1)C(C)C | -2 | -3
CC(C)n1cnc2c(Nc3ccccc3)nc(Cl)nc21 | -3 | 30
O=C(Nc1ccc(N2CCOCC2)cc1)c1cccc(-n2nccc2NC(=O)c2ccc(-c3ccccc3)o2)c1 | 20 | 23
Cn1cc(-c2cn(C)nc2-c2ccnc(Nc3ccc(N4CCOCC4)cc3)c2)cn1 | 13 | 0
FC(F)(F)c1ccc(Cn2cnc3c(Nc4ccccc4)nc(Nc4ccc(N5CCOCC5)cc4)nc32)cc1 | 28 | -18
CN1CCN(CCNC(=O)c2ccc(-n3ncc4cc(Nc5ccccc5Cl)ccc43)nc2)CC1 | -22 | -22

Remaining list, next part:
SMILES | ASK1 inh | ULK1 inh
c1cc(-c2ccc3c(c2)OCO3)nc(NCCCN2CCOCC2)n1 | -6 | -10
COc1cc(Nc2cc(C)nc(Nc3cccc(N(C)C)c3)n2)cc(OC)c1OC | 29 | -19
O=C(Cc1cn(-c2ccc(Nc3ccc(N4CCOCC4)cc3)nn2)c2ccccc12)NC1CC1 | 15 | 26
CCCNc1nc(N2CCOCC2)nc2c1ncn2C(C)C | 1 | 7
CC(C)(C)OC(=O)N1CCC(CC(=O)Nc2ccnn2-c2cccc(C(=O)Nc3ccc(N4CCOCC4)cc3)c2)CC1 | 8 | -3
O=C(COc1cccnc1)Nc1ccc(-c2cn[nH]c2)cc1OCCN1CCCC1 | -15 | -6
O=C(NC1CCCC1)c1ccccc1F | . | 3
NC(C(=O)N1CCC(Nc2ccc3[nH]ncc3c2)C1)c1ccc(Cl)cc1 (stereo unspecified) | -23 | 18
O=C(NCc1nc2ccccc2[nH]1)c1csc(-c2ccccc2)n1 | 9 | 25
O=C(NCc1nc2ccccc2[nH]1)C1CCN(c2ccc(Nc3ccc(N4CCOCC4)cc3)nn2)CC1 | 9 | 10
CCNC(=S)N1CCN(c2cccc(C)c2C)CC1 | . | 6
COc1ccc(-c2cncc(C(=O)NCCCN3CCCC3=O)c2)cc1 | -5 | -13
c1ccc(-n2cnc3c(NCCN4CCOCC4)nc(N4CCN(Cc5ccc6c(c5)OCO6)CC4)nc32)cc1 | 4 | -7
COc1cc2nc(-c3cccc(OC(F)(F)F)c3)nc(NCCc3ccccn3)c2cc1OC | -1 | 10
O=C(c1ccc2[nH]ncc2c1)N1CCNCC1 | -8 | 3
CN1CCN(C(=O)c2ccc(-c3nc4ccc(C(=O)NC5CCN(Cc6ccccc6)CC5)cc4s3)cc2)CC1 | 6 | 6
CCOC(=O)N1CCN(c2cc(-c3ccccc3)nc(-c3cccnc3)n2)CC1 | . | -8
O=C(Cc1ccccc1)Nc1cnn(-c2cccc(C(=O)NN3CCOCC3)c2)c1 | -2 | 4
O=C(COc1ccccc1)NCc1c(-c2ccccc2)nc2n1CCS2 | . | 3
CC(C)N(CCNC(=O)c1cccc(NC2CCN(Cc3ccccc3)CC2)n1)C(C)C | -18 | -5
CC(C)n1cnc2c(Nc3ccccc3)nc(Nc3ccncc3)nc21 | -11 | 46*
CC(C)n1c(-c2ccc(C(=O)NC3CC3)cc2)nc2c(NCCCN3CCCC3=O)ncnc21 | -4 | -6
C/C=C(\CC(NCCCCC(OC)OC)c1ccccc1)C[Si](C)(C)C (stereo unspecified) | -10 | -14
NCCCC(N)(C(=O)O)C(F)F (stereo unspecified) | . | -2
NC(c1ccc(-c2ccccc2)cc1)c1nc2ccc(-c3ccncc3)cc2[nH]1 (stereo unspecified) | -15 | -26

Additional entries
SMILES | ASK1 inh | ULK1 inh
FC(F)(F)c1cccc(CNc2ncnc3nc(N4CCN(Cc5ccc6c(c5)OCO6)CC4)[nH]c23)c1 | 25 | -10
CCN(CC)c1nc(NCCOc2ccccc2)nc(N2CCN(c3ccccn3)CC2)n1 | 7 | 17
Nc1cccc(-c2nc(NCc3nc4ccccc4[nH]3)c3[nH]cnc3n2)c1 | -19 | 28
O=C(Nc1ccc2[nH]ncc2c1)[C@@H]1C[C@@H](O)CN1C(=O)Cc1ccc(Br)cc1 | 4 | -4
CC(C)N(CCNC(=O)c1cccc(-c2ccc(N3CCN(C)CC3)cc2)n1)C(C)C | -4 | 5
CCN(CC)C(=O)C1CCCN(c2nc3ncnc(Nc4ccc(N5CCOCC5)cc4)c3[nH]2)C1 (stereo unspecified) | 7 | 9
Cc1cc(NCCOc2ccccc2)nc(Oc2ccccc2)n1 | -22 | -11
CCCNC(=O)c1cccc(-c2ccc(C(=O)NC3CC3)cc2)c1 | 10 | 16
O=C(NCCOc1ccccc1)c1ccnc(-c2csc3ccccc23)c1 | 1 | -21
CC(C)n1cnc2c(NCc3cccnc3)nc(-c3cccc(N)c3)nc21 | -19 | -2
COc1ccc(-c2nc3ccc(C(=O)NCCN4CCOCC4)cc3s2)cn1 | 17 | 3
CCn1c(CO)cnc1SCc1cc(C)ccc1C | . | -8
CC(=O)Nc1ccc(NC(=O)c2ccnc(Nc3ccc(N4CCOCC4)cc3)c2)cc1 | 3 | 20
COc1cc(Nc2nc3ncnc(NCc4nc5ccccc5[nH]4)c3[nH]2)cc(OC)c1OC | -4 | -1
Cc1cccc(NC(=O)Cc2ccc(Cl)s2)n1 | . | -21
O=C(NC1CCN(Cc2ccccc2)CC1)c1ccnc(NCCCN2CCCC2=O)c1 | -3 | -4
Cn1nccc1Nc1nccc(NCc2ccccc2)n1 | 11 | -5
Cc1nn(C)c(C)c1-c1cc(Nc2ccccc2)nc(N)n1 | -10 | 3
COc1cc(NC(=O)c2cnc(Br)s2)cc(OC)c1OC | 2 | -3
COc1ccc(-c2nc3c(Nc4ccc(N5CCOCC5)cc4)ncnc3n2C(C)C)cn1 | 14 | -3
NC(=O)c1ccc(-c2ccc(C(=O)NCCCN3CCCC3=O)s2)cc1 | -5 | 2
COc1ccc(CCNc2cc(C)nc(Nc3ccccn3)n2)cc1 | -1 | -2
OC1CCCN(c2ncn(-c3ccc(Nc4nccc(-c5cc(F)cc(N6CCOCC6)c5)n4)cc3)n2)C1 (stereo unspecified) | 12 | -6
CC(=O)Nc1ccc(Nc2nc(Cl)nc3c2ncn3C(C)C)cc1 | -19 | 47*
O=C(Nc1ccc2[nH]ncc2c1)[C@@H]1C[C@H](O)CN1C(=O)Cc1ccc(Br)cc1 | 2 | 6

Other entries follow:
SMILES | ASK1 inh | ULK1 inh
Cc1nc(NC2CCCCC2)cc(-c2ccccc2F)n1 | . | -14
CCCc1nc(C(C)(C)O)c(C(=O)OCc2oc(=O)oc2C)n1Cc1ccc(-c2ccccc2-c2nn[nH]n2)cc1 | . | -4
c1ccc(-c2nccn2-c2ccnc(Nc3ccc(N4CCOCC4)cc3)c2)cc1 | -18 | 2
O=C(Cc1cn(-c2ccc(Nc3ccc(N4CCOCC4)cc3)nn2)c2ccccc12)NCCOc1ccccc1 | 29 | 7
COc1ccc(Nc2cc(-c3cncc(-c4ccc(OC)cc4)c3)nc(C)n2)cc1 | . | 0
COc1ccc(-c2cc(C(=O)O)nn2C)cc1 | . | 2
O=S(=O)(c1ccc(-c2ncnc3[nH]ccc23)cc1)N1CCc2ccccc2C1 | -5 | 6
CCC(C(=O)Nc1cc(C)nn1-c1ncnc2c1cnn2-c1ccc(C)cc1C)c1ccccc1 (stereo unspecified) | . | -4
CCCNc1nc(Nc2nccc3ccccc23)nc2c1ncn2-c1ccsc1 | 0 | -3
CC(C)n1c(N2CCN(Cc3ccc4c(c3)OCO4)CC2)nc2c(NCc3cccnc3)ncnc21 | 8 | 14
c1nc2nc(-c3ccc(N4CCOCC4)nc3)nc(NCCN3CCOCC3)c2[nH]1 | 1 | 6
O=C(NCc1cccnc1)c1csc(N2CCN(Cc3ccc4c(c3)OCO4)CC2)n1 | 4 | 2
O=C(C(O)c1ccc(Cl)cc1)N1CCC(Oc2ccc3cnccc3c2)CC1 (stereo unspecified) | -6 | -4
COc1ccc(CCNc2ncnc3nc(-c4ccc(C(=O)NC5CC5)cc4)[nH]c23)cc1 | 0 | 3
OCCNc1nc(Nc2cnccn2)nc2c1ncn2C1CCCCC1 | -8 | 19
Cc1nn(C)c(C)c1-c1cccc(C(=O)NCCO)c1 | -6 | -4
CN1CCN(c2ccc(-c3nc(NC4CCN(Cc5ccccc5)CC4)c4ncn(C5CCCCC5)c4n3)cc2)CC1 | 14 | 0
COc1cc2nc(NCCCN3CCCC3=O)nc(Nc3ccc(NC(C)=O)cc3)c2cc1OC | 6 | 6
O=C(NCc1ccccc1)c1cccc(NCCCN2CCCC2=O)n1 | -19 | -4
CCN(CC)c1nc(NCCCN2CCCC2=O)nc(NCc2cccnc2)n1 | -26&-8 | -5&-6
Cn1c(=O)[nH]c(=O)c2c1nc(Br)n2CCC(=O)O | . | 6
CCCNc1nc(-c2cccc(N)c2)ncc1C | 10 | 2
O=C1CCCN1CCCNc1nc(Nc2ccncn2)nc2nc[nH]c12 | -2 | -6
O=C(NCc1ccccc1)c1cccc(N2CCCC2CO)n1 (stereo unspecified) | -8 | 2
O=C(c1ccco1)N1CCN(c2ccc3cccc(OCc4ccccc4)c3n2)CC1 | . | -5

An excerpt taken from the entries so far, as a working copy:
SMILES | ASK1 inh | ULK1 inh
O=C(NCc1ccccc1)c1cccc(N2CCCC2CO)n1 (stereo unspecified) | -8 | 2
O=C(c1ccco1)N1CCN(c2ccc3cccc(OCc4ccccc4)c3n2)CC1 | . | -5

Next section:
SMILES | ASK1 inh | ULK1 inh
Cc1cccnc1N1C(=O)C2CCCCC2C1=O (stereo unspecified) | . | 7
CCCNC(=O)c1cncc(Nc2ccccn2)c1 | -8 | -1
CCN(CC)c1nc(Nc2cc(OC)c(OC)c(OC)c2)nc(N2CCOCC2)n1 | 0 | -11
Cc1onc(COc2ccccc2O)c1Br | . | -2
Cc1ccc(Cl)cc1N(CC(=O)NC1CCCCC1)S(C)(=O)=O | . | 2
CNCC(O)c1ccc(OC(=O)C(C)(C)C)c(OC(=O)C(C)(C)C)c1 (stereo unspecified) | . | -19
